Assay outcomes deposited in PubChem by National Center for Advancing Translational Sciences (NCATS).
IMPase Li inh – qHTS Assay for Identifying the Cell-Membrane Permeable IMPase Inhibitors: Potentiation with Lithium; CHO-M1 cells, IP1 TR-FRET (IP-One), carbachol + lithium; Potency, µM (series often up to 59.4 µM), for inactives: top-dose activity, negative = IMPase inhibition, most hits filed as inhibitors; 210,000 tested, 0.35% active; AID 1457, 2008;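 note: IP1 builds up when IMPase is blocked and the TR-FRET signal falls; potency is the fitted concentration of half-maximal effect; plate controls were basal vehicle for no effect and high inhibitor control for full effect; nearly all actives have a fitted effect of over 50% in size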
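Readout is a homogeneous TR-FRET IP1 immunoassay (Ex 320, Em 665 and 620), where raised cytosolic IP1 lowers signal. Cells were CHO-M1 treated 30 min at 37C with test compounds plus a little lithium; AC50 values came from Hill-equation fitting.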
NPSR antagonist – qHTS Assay for Antagonists of the Neuropeptide S Receptor: cAMP Signal Transduction | Q6W5P4 | CHO-NPSR cells, cAMP TR-FRET, antagonist mode | Potency, µM (titrated, usually from 38.3 µM), for the others: at the top dose activity change, negative = inhibition, hits mostly inhibitors | 220,000 tested, 1% active | AID 1461, 2008; note: potency is the fitted concentration of half-maximal effect; % is set by controls: 0 for no effect and ±100 for the full control effect; nearly all actives have a fitted effect of over 50% in size; many of its hits are not listed in these tables
Target sequence (Q6W5P4 whole entry, looked up): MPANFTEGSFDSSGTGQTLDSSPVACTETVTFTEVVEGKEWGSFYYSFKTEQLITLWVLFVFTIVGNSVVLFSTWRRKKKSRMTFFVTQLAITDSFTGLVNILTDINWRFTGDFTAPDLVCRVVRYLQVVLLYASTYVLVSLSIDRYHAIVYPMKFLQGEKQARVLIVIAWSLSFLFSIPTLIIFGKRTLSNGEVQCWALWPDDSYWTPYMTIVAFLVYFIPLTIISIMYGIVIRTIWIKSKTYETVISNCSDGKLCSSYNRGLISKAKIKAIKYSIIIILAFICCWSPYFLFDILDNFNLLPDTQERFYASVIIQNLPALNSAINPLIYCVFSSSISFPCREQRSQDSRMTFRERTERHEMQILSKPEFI
Luc counter – Counterscreen for Luciferase (Kinase-Glo TM) Inhibition | Luciferin 4-monooxygenase (Photuris pensylvanica), Q27757 | Kinase-Glo luciferase, ATP luminescence, 8 min | Potency, µM (top dose mostly 38.3 µM), for inactives: at the highest dose activity change, negative = inhibition, actives largely listed as inhibitors | 200,000 tested, 0.28% active | AID 1379, 2008; note: potency is the fitted concentration of half-maximal effect; % is set by controls: 0 for no effect and ±100 for the full control effect; nearly all actives have a fitted effect of over 60% in size
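Light output from Kinase-Glo luciferase with luciferin and 10 uM ATP in 50 mM imidazole pH 7.2, KCl, MgCl2, Tween 20, BSA; compound pin-delivered, 8-min ambient incubation, then luminescence read.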
L3MBTL1 block – qHTS Assay for the Inhibitors of L3MBTL1. Lethal(3)malignant brain tumor-like protein 1 (Homo sapiens), Q9Y468. Potency, µM (doses to about 57.1 µM), inactives show at the top dose activity, negative = inhibition, most hits filed as inhibitors. AlphaScreen L3MBTL1–H3K9me1 peptide binding. 230,000 tested, 0.66% active; note: potency is the fitted concentration of half-maximal effect; % is set by controls: 0 for no effect and ±100 for the full control effect; nearly all actives have a fitted effect of over 60% in size
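First, the protein-peptide complex forms for 30 min at room temperature (L3MBTL1 50 nM, biotinylated H3K9me1 peptide 75 nM). Next, compounds are pin-transferred and incubated 30 min. Finally, AlphaScreen beads are added and read after 30 min.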
CBFb-RUNX1 inh – qHTS Assay for Compounds Blocking the Interaction Between CBF-beta and RUNX1 for the Treatment of Acute Myeloid Leukemia | Runt-related transcription factor 1 (Homo sapiens) + Core-binding factor subunit beta … | AlphaScreen CBFb-His/RUNX1-biotin binding, biochemical | Potency, µM (top dose mostly 59.8 µM), inactives show top-dose activity, negative = inhibition, hits mostly inhibitors | 230,000 tested, under 10 active; note: % of control where 0% means no effect
Target sequence (Q01196 whole entry, looked up): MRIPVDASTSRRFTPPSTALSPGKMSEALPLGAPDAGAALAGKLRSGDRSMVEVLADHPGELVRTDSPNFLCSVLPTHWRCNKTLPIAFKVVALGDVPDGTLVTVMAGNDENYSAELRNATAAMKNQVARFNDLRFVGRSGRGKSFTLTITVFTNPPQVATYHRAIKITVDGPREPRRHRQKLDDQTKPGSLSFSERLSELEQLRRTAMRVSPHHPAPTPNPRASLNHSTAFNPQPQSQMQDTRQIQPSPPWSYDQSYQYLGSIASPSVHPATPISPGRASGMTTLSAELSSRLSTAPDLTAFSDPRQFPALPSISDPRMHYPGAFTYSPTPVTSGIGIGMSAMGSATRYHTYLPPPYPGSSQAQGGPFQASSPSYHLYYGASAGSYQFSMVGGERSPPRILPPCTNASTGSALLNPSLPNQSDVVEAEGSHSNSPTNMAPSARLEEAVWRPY
Target sequence (Q13951 whole entry, looked up): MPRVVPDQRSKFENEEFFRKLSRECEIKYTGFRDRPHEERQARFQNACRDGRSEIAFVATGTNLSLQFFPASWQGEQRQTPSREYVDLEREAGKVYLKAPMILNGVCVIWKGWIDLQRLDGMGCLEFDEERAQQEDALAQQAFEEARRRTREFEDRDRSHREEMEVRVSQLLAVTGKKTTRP
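Bead-based AlphaScreen assay; binding partners His-tagged CBF-beta and biotinylated RUNX1 at 30 nM each. Compound exposure 15 min after a 20-min protein preincubation; bead step 90 min; all steps at room temperature.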
HTT aggregate – qHTS Multiplex Assay to Identify Dual Action Probes in a Cell Model of Huntington: Aggregate Formation (GFP); 220,000 tested, 1.1% active; Potency, µM (titrated, usually from 46.1 µM), for the others: at the highest dose activity change, negative = inhibition, usual class: inhibitors; PC12 HttQ103-GFP aggregates, Acumen cytometry, 40 h; note: potency is the fitted concentration of half-maximal effect; % is set by controls: 0 for no effect and ±100 for the full control effect; nearly all actives have a fitted effect of over 60% in size
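PC12 cells stably carrying ecdysone-inducible HTT exon 1 Q103–GFP were induced with tebufenozide (100 nM final) and treated with library compounds in titration. GFP aggregates in lysates were counted by laser scanning cytometry.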
Epigenetic derep – Quantitative High-Throughput Screen for Regulators of Epigenetic Control; murine LDR cells, GFP reporter derepression, 30 h; Potency, µM (series often up to 53.9 µM), for the others: at the top dose GFP activation, usual class: activators; 280,000 tested, 0.2% active; note: potency is the fitted concentration of half-maximal effect; % of control where 0% means no effect; nearly all actives have a fitted effect of over 60% in size
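Readout is the number of GFP-expressing murine LDR cells, counted by cytometry following washing. Cells were treated with compound for 30 h at 37 C; the stably integrated CMV-GFP locus is normally silent.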
* hit, by the source's call; ? = inconclusive; · = not tested or not shown; & = joins results of further samples; [ ] = remark or other dose. Calls come from the whole dose curve; as a rule, active = well fitted curve in the direction sought with a large enough effect; inconclusive = small, poorly fitted or top-dose-only effect, or another doubt; inactive = no such curve, though single readings can be large; an effect the other way counts as inactive or inconclusive. This is a subset; the hit share may differ from the screen's.

Start of the data: the first 3 compounds (preview)
SMILES	IMPase Li inh	NPSR antagonist	Luc counter	L3MBTL1 block	CBFb-RUNX1 inh	HTT aggregate	Epigenetic derep
O=C(Cn1cnc2c(nnn2Cc2ccc(Cl)cc2)c1=O)c1ccccc1	-13%	-10%	·	6%	15%	4%[9.22 µM]	2.4%
CC(=O)N1N=C(c2cccc([N+](=O)[O-])c2)OC1c1ccc(Br)cc1 (configuration not stated)	·	-48%	·	?	5%	-8%[9.22 µM]	1.3%
CCOC(=O)Cn1nnc(-c2ccc(S(C)(=O)=O)cc2)n1	1%[38.3 µM]	13%[46.1 µM]	4%	7%	4%	2%	0.6%

The whole of this part, previewed entries included:
SMILES	IMPase Li inh	NPSR antagonist	Luc counter	L3MBTL1 block	CBFb-RUNX1 inh	HTT aggregate	Epigenetic derep
O=C(Cn1cnc2c(nnn2Cc2ccc(Cl)cc2)c1=O)c1ccccc1	-13%	-10%	·	6%	15%	4%[9.22 µM]	2.4%
CC(=O)N1N=C(c2cccc([N+](=O)[O-])c2)OC1c1ccc(Br)cc1 (configuration not stated)	·	-48%	·	?	5%	-8%[9.22 µM]	1.3%
CCOC(=O)Cn1nnc(-c2ccc(S(C)(=O)=O)cc2)n1	1%[38.3 µM]	13%[46.1 µM]	4%	7%	4%	2%	0.6%
CN(C)c1cccc2cccc(N(C)C)c12	·	-7%	·	-3%	-1%	-3%[9.22 µM]	0.5%
O=C(c1ccc([N+](=O)[O-])cc1)N1CCN(Cc2ccccc2[N+](=O)[O-])CC1	5%	-2%	0%	-1%	-5%	-4%[9.22 µM]	-9.2%
O=C(Cn1nc2n(c1=O)-c1ccccc1SC2)N/N=C/c1cccnc1	·	-10%	·	7%	-2%	-15%[9.22 µM]	-2.1%
COc1ccc(-n2cc(-c3ccccc3)c3c(N4CC(C)OC(C)C4)ncnc32)cc1 (configuration not stated)	18%	-55%	0%	·	-6%	?	1.8%
Cc1ccc(Sc2sc(=O)n(C)c2S(=O)(=O)c2ccc(C)cc2)cc1	11%	-37%	-2%	·	13%	19%	0.1%
O=C(Nc1nncs1)C1(c2ccccc2)CCCC1	0%[38.3 µM]	-10%[46.1 µM]	3%	·	-2%	-24%	0.2%
Cc1cc(=O)[nH]c(N2CCN(C(c3ccccc3)c3ccccc3)CC2)n1	33%[38.3 µM]	-19%[46.1 µM]	4%	·	-4%	-25%	-1.0%
c1ccc(OCc2nn3c(-c4ccccn4)nnc3s2)cc1	2%[38.3 µM]	-4%[46.1 µM]	-1%	-8%	11%	-20%	-0.5%
CCOCCn1c(SCCc2ccccc2)nc2c1c(=O)[nH]c(=O)n2C	21%[38.3 µM]	4%[46.1 µM]	3%	-4%	12%	-1%	-0.8%
O=C(CN1CCN(S(=O)(=O)c2ccccc2)CC1)Nc1ccc(Cl)c(Cl)c1	36%[activator][38.3 µM]	-21%[46.1 µM]	0%	·	0%	?	-1.1%
Cc1ccc(NC(=S)N2CCCC2)cc1	2%	9%	-2%	10%	2%	11%	-1.3%
COCCN(C(=O)c1ccco1)c1nnc(-c2ccc(OC)cc2)s1	1%[38.3 µM]	-29%[46.1 µM]	2%	2%	2%	6%	-2.3%
O=c1oc2ccc(Cl)cc2cc1-c1nnc(Nc2cccc(C(F)(F)F)c2)s1	6%	2%	0%	5%	7%[2.36 µM]	-22%	?
C/C(=N\NC(=O)COc1ccc(C)cc1C(C)C)c1cc2ccccc2o1	20%	-19%	-4%	39%[activator]	-2%	8%	1.1%
CCNC(=S)N1CCN(CCN2C(=O)c3cccc4cccc(c34)C2=O)CC1	-6%	-41%	4%	-17%	?	21%	2.1%
CC(C)N(C(=O)C[n+]1ccc(/C=N/O)cc1)C(C)C	2%	-6%	0%	12%	-2%	10%	0.0%
Cc1ccc(C(=O)N/N=C\c2ccc(-c3ccc(Cl)cc3)o2)cn1	·	34%	·	-9%	-13%	5%[9.22 µM]	3.8%
COc1cc(OC)cc(C(=O)NCC(=O)OCC(=O)N2c3ccccc3NC(=O)C2(C)C)c1	1%	7%	-1%	-8%	-3%	4%	1.0%
Fc1ccc(CSc2ccc(-c3cccs3)nn2)cc1	-30%	-1%	-3%	-4%	2%	11%	0.0%
O=C(O)CCC(=O)Nc1cccc(-c2csc(-c3ccccc3)n2)c1	-25%	-13%	2%	-18%	-3%	6%	1.1%
CC(C)(C)N1C(=O)c2ccccc2NC(=O)N1Cc1ccccc1	27%[38.3 µM]	-22%[46.1 µM]	1%	·	2%	13%	-4.3%
COc1cc(-c2nnc(-c3ccc(N4CCOCC4)cc3)o2)cc(OC)c1OC	-11%[38.3 µM]	-4%[46.1 µM]	1%	-1%	0%	4%	0.3%
NC(=NCCc1ccccc1)NS(=O)(=O)c1ccccc1	14%	9%	4%	6%	-4%	5%	1.1%
Cc1ccc(NC(=S)N2CCCC(c3nc4ccc(C)cc4[nH]3)C2)c(C)c1 (configuration not stated)	5%[38.3 µM]	-10%[46.1 µM]	-2%	1%	-2%	20%	-0.9%
CCOC(=O)c1c(C)[nH]c(C)c1C=O	3%	36%	9%	·	3%	-4%	-4.8%
Cc1cc(N/C=C\c2nnnn2-c2ccc(F)cc2)no1	-2%	-6%	-3%	8%	0%	-18%	2.3%
Cc1ccc(S(=O)(=O)Cn2nnnc2C(c2ccc(F)cc2)N2CCCCC2)cc1 (configuration not stated)	7%[38.3 µM]	-27%[46.1 µM]	-1%	-8%	1%	-4%	-1.5%
COC(=O)c1ccc(NCCc2csc(-c3ccc(C)cc3)n2)c([N+](=O)[O-])c1	-2%	-15%[46.1 µM]	6%	-9%	4%	-20%	15%
O=C(CCS(=O)(=O)c1cccc2nonc12)NCc1ccc(Cl)cc1	9%	12%	2%	-13%	5%	-3%	0.0%
CCc1nnc(NS(=O)(=O)c2ccc(NC(=S)Nc3ccc(F)cc3)cc2)s1	-1%	14%	0%	2%	-5%	11%	1.9%
COc1ccc(CNC(=O)CN2C(=O)C3C4C=CC(C4)C3C2=O)cc1 (configuration not stated)	-15%	7%	2%	·	-6%	11%	-2.2%
COCc1nc2ccccc2n1Cc1ccccc1Br	14%[38.3 µM]	?	5%	-4%	-1%	?	1.0%
Cc1c(NC(=S)NC(=O)CC(C)C)c(=O)n(-c2ccccc2)n1C	-1%	15%	3%	·	-4%	-3%	-0.4%
O=C(CSc1ncnc2nc[nH]c12)c1ccc([N+](=O)[O-])cc1	·	-6%	·	2%	-3%	5%[9.22 µM]	-0.1%
CC(O)Cc1nsc(NC(=O)c2ccc(Br)o2)n1 (configuration not stated)	21%[38.3 µM]	-1%[46.1 µM]	0%	0%[11.4 µM]	7%	-15%	0.0%
CCN(CC)S(=O)(=O)c1cc(NC(=O)CCNC(=O)c2ccccc2Cl)ccc1C	3%	5%	-1%	-1%	-1%	-16%	0.0%
O=C(N/N=C/c1ccc(N2CCOCC2)o1)c1ccccc1[N+](=O)[O-]	15%	-18%	0%	-6%	0%	?	-1.0%
COc1ccc(NC(C)=O)cc1C#N	-2%	20%	3%	1%	5%	14%	4.9%
Cc1[nH]c2ccc(-c3n[nH]c(=S)n3C)cc2c1C	-16%[38.3 µM]	-9%[46.1 µM]	-4%	-8%	-10%	-12%	0.0%
COc1cccc(CNc2ccc(C(=O)O)cc2)c1OCc1ccccc1	·	15%	·	3%	4%	-8%	-1.5%
COc1cccc(OC)c1OCCCCN1CCCC1	-2%[38.3 µM]	-1%[46.1 µM]	-5%	-24%	9%	-8%	5.9%
COc1cccc(C(=O)Nc2ccc(-c3nnc(-c4ccco4)o3)cc2)c1	1%[38.3 µM]	?	-12%	1%	-2%	19%	9.3%
C[N+]1(C)CCc2cc3c(cc2[C@@H]1[C@@H]1C(=O)Oc2c1ccc1c2OCO1)OCO3	34%&14%[activator]	·	1%&0%	·	4%&-7%[21.7 µM]	·	-0.3%&6.0%
Cc1nn(Cc2ccccc2Cl)c(C)c1C(=O)NCc1ccco1	7%[38.3 µM]	-2%[46.1 µM]	-1%	·	1%	-20%	0.0%
CCCC[C@@H]1C[C@H]1C(NC(=O)c1cccs1)c1ccc(C(F)(F)F)cc1 (some centres not stated)	-1%	·	-4%	·	8%	·	1.4%
CC1=CC(C)C2C(=O)N(c3ccccc3)C(=O)C2C1 (configuration not stated)	38%[38.3 µM]	2%[46.1 µM]	0%	·	4%	12%	0.0%
C/C(CC(=O)NC1CCCCC1)=N\NC(=O)c1ccccn1	3%	-16%	-1%	12%	-24%	4%[9.22 µM]	-4.1%

Going on with the list:
SMILES	IMPase Li inh	NPSR antagonist	Luc counter	L3MBTL1 block	CBFb-RUNX1 inh	HTT aggregate	Epigenetic derep
COc1ccccc1N1CCN(C(=O)c2ccc(NS(=O)(=O)c3ccc(C)cc3)cc2)CC1	8%	-20%	2%	-9%	18%	?	-0.6%
Cc1cccc(C2NC(c3cccc(C)c3)C([N+](=O)[O-])C(C)(C)C2[N+](=O)[O-])c1 (configuration not stated)	2%	-20%	-1%	-6%	-1%	-6%	0.0%
CCOC(=O)c1[nH]c2ccc(OC)cc2c1NC(=O)CCN1CCN(Cc2ccccc2)CC1	21%[38.3 µM]	-10%[46.1 µM]	-1%	-1%	-5%	28%	-1.0%
CC1=C(C)C(=O)N(c2ccc(C(=O)O)cc2)C1=O	-12%[38.3 µM]	-10%[46.1 µM]	-2%	-3%	5%	5%	-1.0%
COc1ccc(-c2ccc(/C=N/NC(=O)c3cccnc3)o2)c([N+](=O)[O-])c1	-9%	-29%	-1%	4%	?	-13%	5.8%
Cc1c(NC(=O)C2CCN(S(=O)(=O)c3cccs3)CC2)c(=O)n(-c2ccccc2)n1C	·	-22%	·	4%	11%	19%[9.22 µM]	-0.3%
Cc1ccc2[nH]c3c(c2c1)CN(C(=O)CN1CCCCC1)CC3	·	4%	·	·	6%	-15%[9.22 µM]	0.2%
O=C1OCC2=C1C(c1ccccc1)CC(=O)N2c1ccccc1 (configuration not stated)	-1%	16%	-1%	·	5%	-14%	-1.1%
CC(=O)Nc1cc(NC(C)=O)c2nc(N)sc2c1	3%[38.3 µM]	-20%[46.1 µM]	-1%	4%	1%	11%	-0.9%
CCOC(=O)C1CCCN(C(=O)c2cc3nc(-c4ccc5c(c4)OCO5)cc(C(F)(F)F)n3n2)C1 (configuration not stated)	12%[38.3 µM]	-30%[46.1 µM]	-5%	5%	3%	-22%	-1.1%
